S-ASM inh – human S-ASM enzyme inhibition. P17405. placental ASM, HMU-PC fluorogenic substrate, 60 min. Potency, µM (titrated, usually from 57.5 µM), for inactives: top-dose activity change, negative = inhibition, actives largely listed as inhibitors. 0.006% of 340,000 active. AID 504937; also: potency is read from the fitted curve at half-maximal effect
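Fluorogenic HMU-PC substrate (9 uM final) is turned over by placental ASM in 60 min at 37 C after a 10 min compound preincubation. Reaction ended by alkaline stop (pH 10), with fluorescence read at 386/447 nm.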
Chronic BCR inh – chronic active BCR signaling inhibition. ABC-DLBCL IkBa-CBG/CBR reporter, luminescence ratio, 4 h. Potency, µM (highest dose often 46.1 µM), without a hit: top-dose ratio change, negative = lower green/red ratio, usual class: inhibitors. 0.05% of 340,000 active. AID 493014; active = well fitted inhibition curve with a large enough effect in the signal ratio, with a control signal flat, not every such curve was filed as active; inconclusive = small, poorly fitted or top-dose-only effect, or effect the other way, or a change in a side signal; the % refers to the signal ratio;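 also: potency is read from the fitted curve at half-maximal effect; plate controls were basal doxycycline-induced cells for no effect and cells given 10 µM MG132 for full effect; MG132 reads +100%, hits lower the ratio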
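Compounds up to 46 uM were incubated four hours with TMD8 cells whose green CBG68 luciferase is fused to IkappaBalpha; red CBR luminescence normalised the signal, and concentration-effect curves were fitted to fusion, red and ratio data.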
ELG1 repair inh – blocks ELG1-dependent DNA repair in HEK293T cells; 2.3% of 330,000 active; Potency, µM (doses to about 46.1 µM), inactives show at the highest dose activity change, negative = inhibition, most hits filed as inhibitors; HEK293T ELG1-luciferase reporter, luminescence, 16 h; DNA damage induced by 5-fluorouridine; also: potency is read from the fitted curve at half-maximal effect; % is scaled to controls: 0 for no effect and ±100 for the full control effect; nearly all actives have a fitted effect of over 55% in size
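Cells (2,000 per well) received 5-fluorouridine plus test compound or DMSO and were incubated 16 hr at 37 °C, 5% CO2. Luciferase activity was read by luminescence 30 min after ONE-Glo addition; signal suppression marked inhibition of damage-induced ELG1 function.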
TSHR antagonist – antagonists of human thyroid stimulating hormone receptor. P16473. TSHR-expressing cells, TSH-stimulated cAMP HTRF, 2 h; active compounds read low. activity change, negative = inhibition, % at 11.5 µM. 0.2% of 330,000 active. AID 504810;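 active = activity change below a set negative limit, meaning inhibition stronger than a set level, cut at about -70% in these data; inconclusive = activity change between two set negative limits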; also: % is scaled to controls: 0 for no effect and ±100 for the full control effect
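Cell-based HTRF cAMP assay; TSHR cells + compound, TSH EC80 (4nM final), 2 h, 37 deg C. Lysis with anti-cAMP cryptate and cAMP-d2, 30 min RT, read 665/620 nm.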
Mito fusion yeast – blocks mitochondrial division or promotes mitochondrial fusion; S. cerevisiae fusion-defective mutant growth rescue, CellTiterGlo 48 h; Potency, µM (highest dose often 46.1 µM), for the others: at the highest dose growth rescue (activation), most hits filed as activators; 0.23% of 320,000 active;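 also: potency is read from the fitted curve at half-maximal effect; % of control where 0% means no effect; nearly all actives have a fitted effect of over 45% in size; temperature-sensitive fusion mutants such as fzo1-1 at 37 °C on non-fermentable ethanol glycerol medium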
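S. cerevisiae fusion-defective temperature-sensitive mutants (e.g. fzo1-1, mgm1-5) grown 48 h at 37C in YPEG (ethanol/glycerol non-fermentable) medium with 23 nl compound per well; growth rescue read as CellTiterGlo luminescence.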
Eya2 phos inh – inhibitors of human Eya2 phosphatase activity | Potency, µM (titrated, usually from 76.9 µM), without a hit: top-dose activity, negative = inhibition, usual class: inhibitors | recombinant Eya2, OMFP fluorescence dephosphorylation (OMFP is methylfluorescein phosphate) | O00167 | 0.006% of 330,000 active; also: potency is read from the fitted curve at half-maximal effect; % is scaled to controls: 0 for no effect and ±100 for the full control effect
Target sequence (O00167 whole entry, looked up): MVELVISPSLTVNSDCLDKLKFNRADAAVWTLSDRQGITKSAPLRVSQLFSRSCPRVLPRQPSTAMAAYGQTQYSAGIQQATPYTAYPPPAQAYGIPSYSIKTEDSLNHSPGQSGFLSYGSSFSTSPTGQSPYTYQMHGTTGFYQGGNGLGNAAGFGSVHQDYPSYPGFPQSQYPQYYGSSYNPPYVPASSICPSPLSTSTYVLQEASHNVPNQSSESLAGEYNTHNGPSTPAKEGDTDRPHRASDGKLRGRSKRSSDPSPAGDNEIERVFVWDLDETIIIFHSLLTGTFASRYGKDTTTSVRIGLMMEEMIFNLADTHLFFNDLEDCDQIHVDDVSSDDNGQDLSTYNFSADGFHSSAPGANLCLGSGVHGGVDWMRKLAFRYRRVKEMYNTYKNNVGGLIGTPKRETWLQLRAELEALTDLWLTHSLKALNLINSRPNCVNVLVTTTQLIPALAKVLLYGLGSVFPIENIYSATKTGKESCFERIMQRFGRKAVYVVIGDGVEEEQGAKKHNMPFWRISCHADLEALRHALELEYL
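Eya2 protein (added as 0.2 uM solution) was preincubated with compound for 10 min at ambient temperature in 50 mM HEPES pH 7.5, 50 mM NaCl, 5 uM MgCl2, 0.05% BSA, 1 mM DTT. OMFP (added at 50 uM) then reacted 10 min; fluorescence read at 485/525 nm.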
PTAP TSG101 blk – blocks PTAP/TSG101 interaction to inhibit HIV-1 budding. Q99816. Fluorescence polarization, FITC-PTAP peptide / Tsg101 binding. Potency, µM (series often up to 115 µM), without a hit: at the highest dose activity change, negative = inhibition, actives largely listed as inhibitors. 340,000 tested, under 10 active; active = well fitted inhibition curve with a large enough effect in the main read-out, with a control signal flat, not every such curve was filed as active; inconclusive = small, poorly fitted or top-dose-only effect, or effect the other way, or a change in a side signal; inactive = no such curve, though single readings can be large or run the other way; also: potency is read from the fitted curve at half-maximal effect; % of control where 0% means no effect
Target sequence (Q99816 whole entry, looked up): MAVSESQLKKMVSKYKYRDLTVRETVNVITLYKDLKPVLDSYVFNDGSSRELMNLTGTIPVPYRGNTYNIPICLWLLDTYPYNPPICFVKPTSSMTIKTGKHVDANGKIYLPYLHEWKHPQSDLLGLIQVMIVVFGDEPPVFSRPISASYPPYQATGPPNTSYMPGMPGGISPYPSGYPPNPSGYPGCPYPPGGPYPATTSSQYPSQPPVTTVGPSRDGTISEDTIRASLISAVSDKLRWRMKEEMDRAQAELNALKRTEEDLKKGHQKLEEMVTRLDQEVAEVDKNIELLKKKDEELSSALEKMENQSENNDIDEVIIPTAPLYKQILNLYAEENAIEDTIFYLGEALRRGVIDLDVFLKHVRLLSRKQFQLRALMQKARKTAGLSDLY
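Steps: Tsg101 binding domain dispensed (10 uM final), compounds pinned in DMSO, FITC-labeled PTAP-motif peptide added (50 nM final); after 20 min binding at room temperature, polarization measured.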
TCR activator – T cell receptor activation; Potency, µM (top dose mostly 9.22 µM), for inactives: top-dose activation of IL-2 secretion, most hits filed as activators; primary human leukocytes, anti-CD3, IL-2 HTRF, 48 h; 330,000 tested, under 10 active; AID 504894; also: % of control where 0% means no effect
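IL-2 release read by HTRF sandwich (Eu cryptate donor, d2 acceptor, 665 nm emission) after 48 hr exposure of primary human leukocytes to compound together with anti-CD3 beads in the absence of co-stimulatory signals.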
Integrin act MD – activates integrin-mediated alleviation for muscular dystrophy | Potency, µM (series often up to 38.3 µM), without a hit: at the top dose activation, most hits filed as activators | 0.064% of 350,000 active | alpha7betagal myoblasts, beta-gal FDG fluorescence, 48 h | AID 624291;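 also: potency is read from the fitted curve at half-maximal effect; 100% = response of the positive control SU9516; nearly all actives have a fitted effect of over 60% in size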
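Alpha7betagal+/- myoblasts (passage 13) were plated 16-24 hr, then exposed to compounds (1:260 dilution of DMSO stock) for 48 hours at 37C. After MPER lysis, β-galactosidase reporter activity was read as FDG fluorescence (ex 480/em 540) after 30 minutes.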
Tb PFK block – inhibitors of T. brucei phosphofructokinase; O15648; T. brucei PFK, ADP-Glo luminescence; Potency, µM (highest dose often 57.5 µM), for the others: top-dose activity, negative = inhibition, most hits filed as inhibitors; 0.17% of 330,000 active; AID 485367;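 also: potency is read from the fitted curve at half-maximal effect; 0% = uninhibited 1x PFK enzyme wells and -100% = no-enzyme wells; nearly all actives have a fitted effect of over 60% in size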
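1.25 nM PFK with 0.5 mM F6P and 0.1 mM ATP in 0.1 M TEA pH 8.0, 5 mM MgCl2, incubated 45 min at room temperature; ADP measured by ADP-Glo luminescence; compounds titrated up to 57 uM.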
AT treatment – candidate therapy for ataxia-telangiectasia; […] A-T fibroblasts, KAP-1 phosphorylation AlphaLISA; neocarzinostatin DNA damage 30 min before lysis; Potency, µM (highest dose often 57.5 µM), inactives show at the top dose activation, hits mostly activators; 0.19% of 320,000 active; also: potency is read from the fitted curve at half-maximal effect; % of control where 0% means no effect; nearly all actives have a fitted effect of over 45% in size
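ATM-like activity read as KAP-1 phosphorylation via AlphaLISA donor/acceptor antibody pairs after lysis and 6 hr at 25C. Cells were ATM-null patient fibroblasts ([…], hTERT), dosed 60 min, then exposed to the DSB inducer NCS for 30 min.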
Active calls of the source: *; u = inconclusive; x = no result given; & = joins results of further samples; [ ] = another dose, or the depositor's remark. Unless noted, calls follow the shape of the dose curve; as a rule, active = well fitted curve in the direction sought with a large enough effect; inconclusive = small, poorly fitted or top-dose-only effect, or another doubt; inactive = no such curve, though single readings can be large; an effect the other way counts as inactive or inconclusive.

Results follow in this order: S-ASM inh, Chronic BCR inh, ELG1 repair inh, TSHR antagonist, Mito fusion yeast, Eya2 phos inh, PTAP TSG101 blk, TCR activator, Integrin act MD, Tb PFK block, AT treatment
- Cc1ccc(C)c(SCC(=O)Nc2cc(C)nn2-c2ccc(F)cc2)c1
→ x, u, -15%, 2, 9%, -12%, x, -1%[46.1 µM], x, 12%, 5%
- Cc1cc(C)nc(SCC(=O)N(C)CC(=O)Nc2c(Cl)cccc2Cl)n1
→ -1%, -6%, 3%, 11, 0%, 11%, -1%, -3%, u, 3%, 0%
- Cc1nc2n[nH]c(N)c2c2c1COC(C)(C)C2
→ 1%, 3%, 4%, -7, -4%, 13%, 0%, -15%, 9%, -1%, 4%
- COc1ccc(CNc2nc3nc(C)cc(C)n3n2)cc1
→ 1%, -6%, u, -9, -6%, -3%, -8%, -3%, 1%, 1%, -1%
- CCc1nc(SCC(=O)N2CCN(C(=O)c3ccco3)CC2)c2c3c(sc2n1)CCCC3
→ 0%, 0%, u, -16, 5%, 16%, -4%, 5%, -3%, 3%, 6%
- COc1ccc(OC)c(S(=O)(=O)CC(=O)c2cc3ccc(OC)cc3oc2=O)c1
→ 4%, 0%, 22%, -9, -2%, 13%, -1%, 11%, -9%, 0%, 6%
- CS/C(=N\S(=O)(=O)c1cccs1)Nc1ccc(N2CCOCC2)cc1
→ 0%, u, u, -5, 2%, 10%, -2%, 0%, -11%&-6%, 6%, -19%
- O=C(N/N=C/c1c(O)ccc2ccccc12)c1cccnc1
→ -8%, u, 3.7µM*, 4, 7%, 9%, 1%, 15%, -30%, -3%, -4%
- COc1ccc2c(c1)Sc1ccccc1N2
→ -6%, -8%, u, 1, 6%, 13%, -1%, 3%, -14%, 0%, -2%
- CCCCP(=O)(CCCC)CCP(=O)(c1ccccc1)c1ccccc1
→ 5%, 7%, -1%, -1, -5%, -8%, -4%, 9%[46.1 µM], 3%, -6%, 3%

5 compounds drawn at random from those above:
Results follow in this order: S-ASM inh, Chronic BCR inh, ELG1 repair inh, TSHR antagonist, Mito fusion yeast, Eya2 phos inh, PTAP TSG101 blk, TCR activator, Integrin act MD, Tb PFK block, AT treatment
- CCCCP(=O)(CCCC)CCP(=O)(c1ccccc1)c1ccccc1
→ 5%, 7%, -1%, -1, -5%, -8%, -4%, 9%[46.1 µM], 3%, -6%, 3%
- Cc1cc(C)nc(SCC(=O)N(C)CC(=O)Nc2c(Cl)cccc2Cl)n1
→ -1%, -6%, 3%, 11, 0%, 11%, -1%, -3%, u, 3%, 0%
- Cc1nc2n[nH]c(N)c2c2c1COC(C)(C)C2
→ 1%, 3%, 4%, -7, -4%, 13%, 0%, -15%, 9%, -1%, 4%
- COc1ccc2c(c1)Sc1ccccc1N2
→ -6%, -8%, u, 1, 6%, 13%, -1%, 3%, -14%, 0%, -2%
- CS/C(=N\S(=O)(=O)c1cccs1)Nc1ccc(N2CCOCC2)cc1
→ 0%, u, u, -5, 2%, 10%, -2%, 0%, -11%&-6%, 6%, -19%

(continued)
Results follow in this order: S-ASM inh, Chronic BCR inh, ELG1 repair inh, TSHR antagonist, Mito fusion yeast, Eya2 phos inh, PTAP TSG101 blk, TCR activator, Integrin act MD, Tb PFK block, AT treatment
- COc1ccc(C2C(C(=O)NCc3ccco3)CCC(=O)N2c2ccc(OC)cc2)cc1 (stereo not given)
→ 2%, 2%, 0%, 7, 1%, -7%, -5%, -22%, 12%, -1%, -4%
- CCOc1ccc(-c2c(C(=O)N/N=C/C3CCCCC3)nnn2-c2nonc2N)cc1
→ -1%, 12%, 24%, -7, 5%, -5%, 1%, 7%, u, -4%, -1%
- CCOc1ccc(C(=O)N[C@H](C(=O)Nc2ccccc2OC)C(C)C)cc1
→ -1%, 0%, -2%, 2, 0%, 0%, -1%, -4%, -21%, 1%, 3%
- COc1cc(OC)cc(C(=O)N2CCN(Cc3ccccc3Br)CC2)c1
→ 2%, u, -1%, -4, -6%, 4%, -1%, -4%, 17%, 0%, 11%
- O=C(COC(=O)/C=C/c1ccc(Br)o1)NC1CCCCC1
→ -4%, 2%, 10%, 2, 0%, -4%, -3%, 1%, 23%, -14%, 2%
- Cc1c(NC(=O)Nc2ccccc2)c(=O)n(-c2ccccc2)n1C
→ 8%, 2%, -1%, 11, 3%, 0%, 2%, 2%, u, 1%, 11%
- CCC(=O)Nc1cc2c3c(c1)CCC(=O)N3CCC2
→ 3%, -11%, 16%, -7, -3%, 2%, -6%, 4%, 26%, -3%, 7%
- COc1ccc(N2CCN(CC(=O)NC(C)c3ccccc3)CC2)cc1 (stereo not given)
→ 2%, 3%, -14%, -1, 1%, 0%, -10%, 13%, 0%, -2%, 0%
- Cc1ccc(-n2cccc2/C=C2/C(=N)N3C(=NC2=O)SN=C3S(C)(=O)=O)cc1
→ 23%, 1%, -13%, -15, 0%, 25%, 0%, 0%, 7%, -2%, -6%
- Fc1ccc2c(c1)/C(=N/Nc1ccccn1)CCS2
→ -2%, -2%, 4%, 2, 11%, 3%, -4%, -6%, -14%, -2%, x
- O=C(CN1C(=O)CSC1=O)Nc1ccccc1N1CCOCC1
→ -2%, 2%, 3%, 3, 0%, 19%, -5%, 2%, -15%, -4%, 6%
- O=C(CCCCn1c(=O)c2ccccc2n(CC(=O)Nc2ccc(F)cc2)c1=O)NCc1ccco1
→ -3%, u, 21µM*, -3, -4%, 13%, 0%, -1%, -2%, -4%, -9%
- Cc1ccc(N=Nc2ccc(O)c3ncccc23)cc1C
→ -7%, -14%, u, 1, 0%, 10%, -9%, 12%, -5%, -5%, 8%
- CN(C)S(=O)(=O)c1ccc2oc(SCC(=O)Nc3ccccc3F)nc2c1
→ 0%, 0%, u, -3, -5%, 7%, -7%, -1%, 3%, 2%, 9%
- CC(=O)Nc1ccc(/C=C/c2nc3ccccc3[nH]c2=O)cc1
→ 144%[activator], -1%, u, 7, -6%, -4%, 2%, 10%, 18%, 6%, 6%
- CCc1ccc(S(=O)(=O)Nc2c(C)nc3nc[nH]n3c2=O)cc1
→ 3%, -13%, u, 7, 3%, -2%, -3%, 4%, 0%, 2%, 4%
- CC(C)(C)c1nnc2sc(SCC(=O)N3CCCCC3)nn2c1=O
→ 0%, 1%, 15%, 2, x, 3%, 1%, 2%[46.1 µM], -42%[inhibitor], -1%, -1%
- COCCNC(=O)c1cc(S(=O)(=O)N(C)c2ccccc2OC)ccc1C
→ -1%, -1%, -13%, 0, 8%, 2%, -8%, -2%, 7%, 0%, -5%
- Cc1ccccc1S(=O)(=O)Cc1ccc(C(=O)N2CCN(c3ccccc3F)CC2)o1
→ 2%, u, -22%, -6, 21%, -2%, 1%, -6%, 2%, 1%, -2%
- COC(=O)c1sc(N(C)C)c(C#N)c1-c1ccccc1
→ -4%, -6%, 9%, -7, 5%, 2%, -4%, -1%, 13%, 1%, 1%
- O=C(COC(=O)C12CC3CC(CC(O)(C3)C1)C2)Nc1cccc(Br)c1
→ -1%, -4%, 19%, 0, -4%, -12%, 1%, -11%, -29%, 0%, -3%
- CCCCC1CCC(C(=O)NC2CCS(=O)(=O)C2)CC1 (stereo not given)
→ 0%, 0%, -14%, -13, 1%, 4%, -1%, 2%[46.1 µM], 3%, -2%, -4%
- O=C(/C=C/c1ccccc1)NC(=S)Nc1ccc(CN2CCOCC2)cc1
→ -5%, -1%, u, -9, 6%, 1%, 0%, -6%[46.1 µM], -43%, 6%, -1%
- Cc1ccc(S(=O)(=O)N(CC(=O)Nc2ccc(C)cc2C)C(=O)N2CCN(C)CC2)cc1
→ 3%, 3%, u, 3, 1%, -17%, 1%, -3%, -8%, 3%, -3%
- CC(C)c1ccc(CNC(=O)C2CC(=O)N(C3CCCCC3)C2)cc1 (stereo not given)
→ 3%, -1%, 2%, -1, 0%, -5%, -2%, -9%, 7%, 1%, 11%
- CCOC(=O)C1(Cc2cccc(F)c2)CCN(Cc2cnc(C)s2)CC1
→ -4%, u, -21%, -5, -6%, -9%, 1%, -4%, -12%, 4%, 0%
